From PubChem BioAssay
GPR151 activ: activates the human receptor GPR151; PathHunter beta-arrestin GPR151 cells, luminescence; activation, % at 11.2 µM; actives 1% (n = 650,000); in the data active = activation above about 4.9%;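 note: 0% = median of compound wells and 100% = cells with positive control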
Target sequence (Q8TDV0 whole entry, looked up): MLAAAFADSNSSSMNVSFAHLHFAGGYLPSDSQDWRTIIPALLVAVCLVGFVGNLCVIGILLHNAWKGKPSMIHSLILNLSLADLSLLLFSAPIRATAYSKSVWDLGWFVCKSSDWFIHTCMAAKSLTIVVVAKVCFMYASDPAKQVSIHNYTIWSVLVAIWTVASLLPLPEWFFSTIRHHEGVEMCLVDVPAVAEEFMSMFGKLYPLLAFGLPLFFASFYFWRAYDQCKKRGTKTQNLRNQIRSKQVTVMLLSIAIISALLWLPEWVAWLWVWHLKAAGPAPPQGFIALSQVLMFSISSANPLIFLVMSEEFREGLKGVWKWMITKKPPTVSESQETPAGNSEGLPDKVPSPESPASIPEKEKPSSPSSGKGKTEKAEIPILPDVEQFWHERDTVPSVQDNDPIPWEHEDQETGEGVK
FBW7 act: activators of human E3 ligase FBW7 | AID 1259310 | actives 0.13% (n = 650,000) | Q969H0 | normalized activity (activation), % at 26.1 µM | AlphaScreen FBW7–phospho-cyclin E peptide binding, activator screen; in the data active = normalized activity above about 1.9%;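 note: purified mutant Fbw7 with reduced substrate affinity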
TEAD-YAP block: TEAD-YAP interaction inhibition. HEK-TIYL cells, TEAD-Gal4/YAP UAS-luciferase luminescence. inhibition, % at 9.12 µM. actives 1.4% (n = 640,000). AID 1259422; in the data active = inhibition above about 32%;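 note: 0% = median of test compound wells and 100% = reference inhibitor wells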
MITF inh: blocks human microphthalmia-associated transcription factor | O75030 | AlphaScreen MITF homodimerization, bead proximity signal | inhibition, % at 2.6 µM | actives 0.91% (n = 650,000) | AID 1259374; in the data active = inhibition above about 50%;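 note: 0% = vehicle wells with protein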
Target sequence (O75030 whole entry, looked up): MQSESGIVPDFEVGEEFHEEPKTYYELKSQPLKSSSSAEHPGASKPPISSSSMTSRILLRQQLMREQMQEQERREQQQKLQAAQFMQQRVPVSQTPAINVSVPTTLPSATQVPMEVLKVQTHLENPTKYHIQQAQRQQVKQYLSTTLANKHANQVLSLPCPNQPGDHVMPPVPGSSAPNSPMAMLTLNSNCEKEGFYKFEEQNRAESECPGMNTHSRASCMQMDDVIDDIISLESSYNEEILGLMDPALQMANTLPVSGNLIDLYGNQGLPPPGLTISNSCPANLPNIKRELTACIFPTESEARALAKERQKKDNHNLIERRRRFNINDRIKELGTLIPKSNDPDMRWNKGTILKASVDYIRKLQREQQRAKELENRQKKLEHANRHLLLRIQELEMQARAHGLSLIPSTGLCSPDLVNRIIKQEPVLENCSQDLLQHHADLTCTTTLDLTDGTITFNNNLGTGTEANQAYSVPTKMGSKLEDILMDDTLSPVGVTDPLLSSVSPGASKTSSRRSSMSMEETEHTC
* marks the source's active call; other numbers are inactive results.

Each structure is followed by: GPR151 activ, FBW7 act, TEAD-YAP block, MITF inh
C[C@@H]1CN(C(=O)c2nc3ccc(Cl)cn3c2CN(C)C2CCOCC2)C[C@H](C)O1
    -1.0, 0.0, -3.7, -11.6
CCC(c1nnnn1C(C)C)N1CCN(c2ccc(F)cc2)CC1 (centres undefined)
    -1.7, 1.1, -2.6, -0.9
COC(=O)c1cccc(-n2c3nc(=O)[nH]c(=O)c-3cc3ccccc32)c1
    -0.8, 0.0, 9.6, -17.8
CCN(CC)S(=O)(=O)c1cc([N+](=O)[O-])ccc1N1CCN(c2ccccc2)CC1
    -0.7, 0.2, -8.3, 20.1
CC(C)(C)C(=O)Oc1ccc2c(c1)O/C(=C\c1ccncc1)C2=O
    -0.3, 0.1, 3.9, 6.0
O=C(Nc1cc2c3c(c1)CC(=O)N3CCC2)c1ccc(-c2ccccc2)cc1
    -1.6, 0.1, -11.8, -1.9
CCC(=O)Nc1ccc(Br)cn1
    -1.2, 0.0, 0.0, -5.7
COc1cccc(C2NC(=O)NC(C)=C2C(=O)Nc2ccc(F)c(F)c2)c1 (centres undefined)
    -0.7, -0.1, 2.6, 5.5
Cc1nc2c(ccc3nc(NC(=O)COc4ccccc4)sc32)s1
    -0.1, 0.2, -45.2, 3.4
CCC(Sc1nc2ccccc2c(=O)n1CC1CCC(C(=O)NCCc2ccccc2)CC1)C(=O)NCc1ccco1 (centres undefined)
    -0.1, -0.1, -0.5, 1.4
O=C(O)CSc1nnc(NC(=O)C2CC(=O)N(c3ccc(F)cc3)C2)s1 (centres undefined)
    -0.3, -0.1, 1.3, -6.4
CCOc1ccc(C(=O)NNC(=O)c2cccc(C)c2)cc1
    -1.6, 0.0, -9.6, 8.4
Cc1ccc(F)cc1NC(=O)c1ccccc1C
    -0.3, 0.1, -5.5, -0.1
Cc1cccc(CN2CCN(Cc3ccc4cc(F)ccc4n3)CC2CCO)n1 (centres undefined)
    -0.9, -0.2, 4.7, 5.8
O=C(COC(=O)c1cc(Cl)nc2ccccc12)c1ccccc1
    -0.6, 0.0, -1.2, 20.1
Cc1ccc(Oc2ccc(S(=O)(=O)N3CCOCC3)cc2S(=O)(=O)N2CCOCC2)c(-n2nc3ccccc3n2)c1
    -0.2, -0.1, 1.8, 0.5
CCCCNS(=O)(=O)c1ccc(C)c([N+](=O)[O-])c1
    -0.4, 0.0, 2.2, 10.6
COCCNC(=O)CN(C)S(=O)(=O)c1ccc(Br)cc1
    -0.9, 0.5, 1.0, 13.2
O=C1CN(C(=O)COC(=O)Cc2cccc3ccccc23)c2ccccc2N1
    -0.7, 0.1, -1.1, 11.0
COc1ccc(CCNc2nc(-c3ccc(OC)cc3)nc3c2ncn3-c2ccccc2)cc1
    0.8, -0.1, 1.9, 3.0
COc1ccc2nc(SCc3ccc(C)cc3)[nH]c2c1
    0.6, 0.2, -77.5, 1.0
Cc1cc2cc(CNC(=O)C3CCCC3)ccc2[nH]1
    -0.9, 0.4, -30.4, 11.0
CN(C)CCCN1C(=O)c2oc3ccc(Br)cc3c(=O)c2C1c1ccncc1 (centres undefined)
    3.6, -0.1, -14.9, -6.2
O=C(Nc1ccc2c(c1)OCCO2)C1CCCN(c2ccc(-c3ccc(Cl)cc3)nn2)C1 (centres undefined)
    -1.2, 0.7, -14.6, 20.1
Cc1c(NC(=O)CSc2ncn[nH]2)c(=O)n(-c2ccccc2)n1C
    -0.5, -0.4, -2.9, 7.7
COc1ccc(-c2cn3cccnc3n2)cc1NC(=O)COc1ccc(Cl)cc1
    -1.1, 0.7, -29.2, 18.6
CN1CCN(C(=O)c2cnn3c(C(F)(F)F)cc(-c4ccc5c(c4)OCO5)nc23)CC1
    2.4, -0.1, -4.0, -12.6
CC(C)(C)C(=O)NC(C(=O)O)C12CC3CC(CC(C3)C1)C2 (centres undefined)
    0.2, 0.1, -3.2, 11.1
CN(CCOc1ccccc1)CC(O)COCc1ccccc1F (centres undefined)
    -0.2, 0.0, -1.3, 24.0
O=C(Cc1ccccc1)NNc1ccccc1[N+](=O)[O-]
    -0.2, -0.1, 1.5, 11.4
CCOC(=O)c1ccc(S(=O)(=O)Nc2cc(C(C)(C)C)no2)cc1
    4.3, 0.3, 8.4, 9.5
CC(C)Cn1c(=S)[nH]c2cc(C(=O)NCCCn3ccnc3)ccc2c1=O
    -2.2, -0.1, -2.1, 3.1
COc1cccc(-c2ccccc2NC(=O)C2CCN(Cc3ccc(C)o3)CC2)c1
    0.6, -0.1, 11.4, 2.5
CC[n+]1c(/C=C/c2ccc(N(C)C)cc2)sc2cc(C)ccc21
    -1.0, -0.3, 88.5*, 23.3
COc1ccc(-c2nc3n(c2NCc2ccc(F)cc2)CCNC3)cc1
    0.2, 0.1, -4.7, 13.2
Cc1sc2ncnc(Nc3cccc(O)c3)c2c1C
    0.8, 1.3, -22.8, 20.5
CCCOc1cc(Nc2ccc(NC(C)=O)cc2)nc(C)n1
    2.1, 0.0, 6.3, 4.2
CCOC(=O)N1CCC(NC(=O)C2CCCN(S(=O)(=O)c3cccnc3)C2)CC1 (centres undefined)
    0.3, -0.1, 3.5, -2.7
COC(=O)c1ccc(NC(=O)CC2Sc3ccc(C(F)(F)F)cc3NC2=O)cc1 (centres undefined)
    -0.7, 0.1, -6.7, 12.0
CNc1ccc(OC)c2c1C(=O)c1ccccc1C2=O
    0.7, -0.8, 7.6, 36.0

Whole records as entered above. Order of values: GPR151 activ	FBW7 act	TEAD-YAP block	MITF inh
CC(C)(C)C(=O)NC(C(=O)O)C12CC3CC(CC(C3)C1)C2 (centres undefined) is listed as 0.2	0.1	-3.2	11.1
CCCOc1cc(Nc2ccc(NC(C)=O)cc2)nc(C)n1 is listed as 2.1	0.0	6.3	4.2
O=C(Cc1ccccc1)NNc1ccccc1[N+](=O)[O-] is listed as -0.2	-0.1	1.5	11.4
CC(C)Cn1c(=S)[nH]c2cc(C(=O)NCCCn3ccnc3)ccc2c1=O is listed as -2.2	-0.1	-2.1	3.1
COC(=O)c1ccc(NC(=O)CC2Sc3ccc(C(F)(F)F)cc3NC2=O)cc1 (centres undefined) is listed as -0.7	0.1	-6.7	12.0

(continued)
Each structure is followed by: GPR151 activ, FBW7 act, TEAD-YAP block, MITF inh
CCCn1cc(CN2CCCC(N3CCOCC3)C2)c(C)n1 (centres undefined)
    -0.6, 0.1, 8.8, 10.1
O=C(N/N=C/c1ccccc1O)C1CC(=O)N(c2ccc(Cl)cc2)C1 (centres undefined)
    -0.6, 0.0, 9.0, 25.9
CC(=O)Nc1ccc(NC(=O)COc2ccc([N+](=O)[O-])cc2)cc1
    -0.4, 0.1, 3.4, 9.4
CCOc1ccc(-c2n[nH]c(C(F)(F)F)c2Oc2ccccc2)c(O)c1C
    1.5, 0.1, 2.8, 0.9
O=C(Nc1ccc(Cl)cn1)c1cc(-c2ccccc2)nc2ccccc12
    2.0, 0.0, -1.3, -7.7
O=P1(Nc2ccc(F)c(F)c2F)C=C(c2ccccc2)OC(c2ccccc2)=C1
    0.3, 0.0, 1.2, 0.4
CCOC(=O)c1sc(C)c2c1NC(c1ccc([N+](=O)[O-])cc1)N(Cc1ccccc1)C2=O (centres undefined)
    0.1, -0.1, -9.4, -7.2
O=C(COc1ccccc1)Nc1ccc(NC(=O)COc2ccccc2)c(Cl)c1
    0.2, 0.1, 1.6, 6.5
COC(=O)C1CCN(C(=O)c2cc3c(=O)n4cc(C)ccc4nc3n2Cc2ccccc2)CC1
    -0.9, -0.1, -2.4, 10.8
CC1(C)CC(=O)c2c(O)cc(OCC(=O)c3cccc([N+](=O)[O-])c3)cc2O1
    -0.5, -0.1, -22.8, 1.0
COc1ccc(-n2nc(C(=O)N3CCCC3)c3ccccc3c2=O)cc1
    -1.3, 0.0, -4.7, 6.1
O=S(=O)(NCCc1csc(-c2cccnc2)n1)c1ccc(F)cc1
    1.7, 0.0, -11.6, -12.8
CN(C)S(=O)(=O)c1cccc(C(=O)NN)c1
    -0.2, -0.1, -1.6, 6.5
COc1cccc(C(=O)NN/C=C/C(=O)c2ccccc2)c1
    -1.4, 0.0, -24.4, -3.6
O=C(CSc1n[nH]c(-c2cccnc2)n1)Nc1cccc(Cl)c1
    -0.7, 0.2, -7.1, 3.9
CC1=C(C(=O)Nc2ccc(C)cc2C)C(c2ccc(C)cc2)n2nnnc2N1 (centres undefined)
    0.7, -0.1, -5.4, -2.7
Cc1cc2cc(CNC(=O)c3cccc(F)c3)ccc2n1C
    0.6, -0.1, -13.0, -14.8
CC1N(O)C(C)(C)C(c2ccco2)=[N+]1[O-] (centres undefined)
    -0.4, 0.1, 5.1, 1.7
O=C(NNC(=O)c1ccc(SCC2CCCO2)c([N+](=O)[O-])c1)c1ccncc1 (centres undefined)
    0.1, -0.1, -1.5, 11.7
O=C(COc1ccc2ccccc2c1)NNC(=O)c1cccc([N+](=O)[O-])c1
    0.9, 0.0, -0.7, 5.2
CC1CC(C)CN(C(=O)C2CCCc3sc(NC(=O)c4ccc5c(c4)OCO5)nc32)C1 (centres undefined)
    -0.1, 0.7, -32.0, 2.9
CCOc1cccc2cc(C(=O)Nc3cc(C)nn3C)oc12
    -0.5, 0.1, 10.4, 9.9
CCCCC(=O)N1CCc2cc(OC)c(OC)cc2C1COc1ccc(CC)cc1 (centres undefined)
    0.0, 0.0, -10.6, 5.0
O=C(CNc1n[nH]c(=O)[nH]c1=O)N/N=C/c1ccccc1Br
    -1.5, 0.1, 7.8, 8.3
C=C(C)Cn1c(=O)c2c(nc3n(Cc4ccco4)c(C)c(C)n23)n(C)c1=O
    -1.6, 0.1, 0.6, 10.4
Oc1ccc(C2CC(c3c(O)ccc4ccccc34)=NN2)cc1 (centres undefined)
    -10.3, 0.0, 88.4*, -1.2
CC(C)NC(=O)c1cccc(NC(=O)Nc2ccc(-c3cn[nH]c3)cc2OCCN(C)C)c1
    5.3*, -0.2, -2.4, -38.3
Cc1oc2cc(OCCN3CCOCC3)ccc2c(=O)c1-c1ccc(Cl)cc1
    0.8, -0.1, 16.1, 18.4
O=C(Nc1ccc2c(c1)OCCO2)c1ccc(N2CC3CC(C2)c2cccc(=O)n2C3)c(NC(=O)c2ccncc2)c1 (centres undefined)
    -1.9, 0.1, -11.5, 15.4
CC(C)(C)NC(=O)C(c1ccc(Cl)cc1)N(CC1CCCO1)C(=O)c1csnn1 (centres undefined)
    -1.0, 0.0, 4.7, -8.3
CCOc1cccc(OCCNCCN)c1
    0.3, -0.1, -4.2, -5.1
Cc1ccc(C(=O)N2CCC[C@@H]3CN(C(=O)CCOc4ccccc4)CC[C@@H]32)s1
    0.9, 0.2, -1.3, 15.2
CCc1ccc(NC(=O)CSc2nc3ccccc3c(=O)n2CCCN2CCC(C)CC2)cc1
    0.3, -0.3, -14.0, 10.6
O=C(O)CCCCCNCc1cccc2ccccc12
    -1.1, 0.1, 8.7, 12.3
CC1(C)CC(=O)C2=C(C1)Nc1ccc3ccccc3c1C2c1ccc(Cl)cc1 (centres undefined)
    -2.4, 0.1, 11.5, -9.5
COCCSc1nnc(-c2cnccn2)n1C
    -0.1, 0.1, 3.9, 75.2*
C#CCNC(=O)CN1C(=O)C(C)Oc2ccccc21 (centres undefined)
    0.2, -0.2, -0.5, -5.4
Cc1ccc(CCN2CC(C(=O)NCCCN3CCN(C)CC3)CC2=O)cc1 (centres undefined)
    -1.0, 0.0, -2.0, 3.2
Clc1ccc(N/N=C/c2ccccc2Cl)nn1
    0.8, 0.1, -4.6, -5.3
O=Cc1ccc(N2CCOCC2)c([N+](=O)[O-])c1
    2.6, 0.2, -9.0, 13.4
CCCOc1ccc(/C=C2\NC(=S)NC2=O)cc1OC
    -1.3, 0.0, 0.9, 22.8
CCN1C(=O)/C(=C2\C=Cc3ccccc3N2CCCS(=O)(=O)O)OC1=S
    0.3, -0.2, -6.1, 13.0
CC(C)c1ccc(C(=O)Nc2ccc3oc(-c4ccncc4)nc3c2)cc1
    0.3, 0.0, 8.6, -5.3
Clc1ccccc1OCc1nn2c(Cn3cnc4ccccc43)nnc2s1
    -1.4, 0.0, 3.3, 2.6
O=CN1CCc2c([nH]c3ccc(F)cc23)C12CCN(CCCOc1ccccc1)CC2
    -0.6, -0.5, -20.6, -5.9
O=C(Nc1ccc(F)cc1)c1ccc2c(=O)n(Cc3ccccc3)c(=S)[nH]c2c1
    0.8, 0.0, 3.1, 5.0
Cc1nc2nc(CSc3nc4ccccc4s3)cc(=O)n2[nH]1
    1.2, 0.0, -9.0, -4.9
COc1cc2nc(-c3c(C)nn(C)c3C)nc(Nc3cc(OC)c(OC)c(OC)c3)c2cc1OC
    -1.1, 0.0, -10.2, 15.4
Cc1nc(CC(=O)N2CCC(N3CCC(C(=O)N4CCOCC4)CC3)CC2)cs1
    -1.0, -0.1, -4.9, -16.7
Cc1ccc(-c2cncc(-c3cc(N4CCC(O)CC4)nc(-c4ccccc4)n3)c2)cc1
    0.2, 0.6, -5.1, -49.0
c1ccc(-c2nc(-c3cccnc3)no2)cc1
    -5.7, 0.0, -54.2, -2.3
COCCCN1C(=O)C(=O)/C(=C(\O)c2ccccc2)C1c1ccc2c(c1)OCO2 (centres undefined)
    1.3, 0.2, 4.8, -1.5
COC(=O)c1ccc(-c2nnc(Nc3ccc(Cl)cc3)c3ccccc23)cc1
    1.2, 0.0, 2.6, 6.1
NC(=O)c1ccc[n+](CC(=O)N2CCCCC2)c1
    1.7, 0.0, 7.3, 3.3
